BH1578 lux ind: quorum light induction in luxS cqsA deficient V. cholerae | activation, % at 18.7 µM | V. cholerae BH1578 lux reporter, luminescence, 6 h | hit rate 0.16% among 350,000; in the data active means activation mostly above about 9.7%, no sharp cut-off; further: not every result past the cut was called active; inactives centre near 0; reference of the scale not given here
Yp Topo-I inh: Y. pestis Topo-I inhibition via cleavage products; Y. pestis Topo-I cleavage product accumulation, plate reader; activity, % at 10 µM; AID 504884; hit rate 0.064% among 360,000; in the data active means activity above about 50%, passing the limit was not always enough; further: inactives centre near 2
BoNT A protease: inhibitors of Botulinum neurotoxin A light chain protease | multiplex microsphere protease substrate cleavage, flow cytometry | inhibition, % at 10 µM | hit rate 0.17% among 360,000; further: plate controls were buffer without enzyme for full effect and enzyme alone for no effect
Anthrax LF inh2: anthrax lethal factor protease inhibition. P15917. multiplex microsphere protease cleavage assay, LF. inhibition, % at 10 µM. hit rate 0.12% among 360,000. AID 588501; further: plate controls were buffer without enzyme for full effect and enzyme alone for no effect
Target sequence (P15917 whole entry, looked up): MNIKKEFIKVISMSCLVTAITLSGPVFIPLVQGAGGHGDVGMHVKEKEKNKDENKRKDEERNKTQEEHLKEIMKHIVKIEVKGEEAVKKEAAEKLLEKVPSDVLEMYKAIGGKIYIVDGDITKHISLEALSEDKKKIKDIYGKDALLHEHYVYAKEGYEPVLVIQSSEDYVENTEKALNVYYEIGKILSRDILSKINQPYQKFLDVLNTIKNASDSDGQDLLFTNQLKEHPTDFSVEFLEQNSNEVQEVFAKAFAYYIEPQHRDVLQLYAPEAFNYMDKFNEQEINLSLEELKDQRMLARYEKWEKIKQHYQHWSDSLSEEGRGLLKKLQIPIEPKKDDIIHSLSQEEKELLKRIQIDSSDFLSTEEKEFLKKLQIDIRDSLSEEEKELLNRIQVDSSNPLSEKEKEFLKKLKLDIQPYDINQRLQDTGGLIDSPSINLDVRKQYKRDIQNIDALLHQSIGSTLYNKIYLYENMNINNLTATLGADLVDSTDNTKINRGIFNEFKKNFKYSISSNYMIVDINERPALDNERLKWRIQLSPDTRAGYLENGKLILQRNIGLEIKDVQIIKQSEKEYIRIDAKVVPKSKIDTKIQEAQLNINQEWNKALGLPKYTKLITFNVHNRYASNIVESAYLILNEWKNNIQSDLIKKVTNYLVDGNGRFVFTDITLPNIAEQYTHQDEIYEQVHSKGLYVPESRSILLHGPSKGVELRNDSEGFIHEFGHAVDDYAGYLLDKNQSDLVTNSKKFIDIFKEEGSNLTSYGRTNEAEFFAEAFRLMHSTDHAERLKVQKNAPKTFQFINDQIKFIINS
PrPC surface inh: cell surface PrPC inhibition, primary TR-FRET screen. P04156. TR-FRET read-out. inhibition, % at 13.8 µM. hit rate 0.43% among 370,000. AID 720596; in the data active means inhibition above about 24%; further: 0% = median of the test wells and 100% = reference compound wells
TcdB inh: blocks C. difficile toxin B glycohydrolase activity; P18177; TcdB glycohydrolase enzymatic assay, plate reader; inhibition, % at 9.99 µM; hit rate 0.24% among 350,000; in the data active means inhibition above about 10%
PfHsp40 yeast: restores yeast growth despite PfHsp40 toxicity | S. cerevisiae expressing PfHsp40, growth rescue, ATP luminescence | growth rescue, % at 12.5 µM | hit rate 0.68% among 340,000 | AID 504582; in the data active means growth rescue above about 28%, passing the limit was not always enough;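 further: yeast W303a lacking pdr1 and pdr3 grown in galactose medium; growth measured after three days at 30 °C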
3CLpro inhibitor: SARS-CoV 3CLpro protease inhibition | P0C6X7 | recombinant SARS-CoV 3CLpro, quenched FRET peptide cleavage | inhibition, % at 6 µM | hit rate 0.14% among 290,000; in the data active means inhibition above about 12%
PriA SSB inh: inhibitors of Klebsiella pneumoniae PriA binding to SSB C-terminal tail | inhibition, % at 33 µM | AlphaScreen SSBct-PriA binding, biotinylated peptide | hit rate 0.6% among 430,000 | AID 1272365; in the data active means inhibition mostly above about 37%, no sharp cut-off; inactive means mostly below about 20%;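 further: plate controls were negative control peptide for no effect and reference peptide for full effect; strong numbers were not always called active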
Starred values were filed as active, the others as inactive; i = inactive; nt = no result given; & = joins results of further samples. Unless noted, no stated cut-off is given here; in the data, active means inhibition above about 30%; inconclusive means no clear call, values can overlap the other calls; inactive means below that.

Values run as follows: BH1578 lux ind | Yp Topo-I inh | BoNT A protease | Anthrax LF inh2 | PrPC surface inh | TcdB inh | PfHsp40 yeast | 3CLpro inhibitor | PriA SSB inh
- COc1ccc(OCCC(=O)NCC23CC4CC(CC(C4)C2)C3)cc1
  -0.2 | 0 | -0.4 | -1 | 4 | 1.9 | 3.5 | 2 | -4&-18
- CCOC(=O)[C@]12CCCC=C1N(Cc1cccc3ccccc13)C(=O)[C@H](CC(=O)NCCCCc1ccccc1)C2
  nt | nt | 0.6 | -2 | 4 | -2.9 | nt | nt | nt
- Cc1cccc(/C=C/c2onc(C)c2S(=O)(=O)N2CCC(C(=O)N3CCCCCC3)CC2)c1
  0.1 | 11 | 0.2 | -1 | 0 | 1.5 | 1.0 | -2 | -11
- Cc1ccc(C(=O)c2c[nH]c(C(=O)NCCCN3CCOCC3)c2)cc1
  -0.3 | -1 | 0.1 | 0 | -3 | 1.7 | -1.4 | 2 | -7
- Cc1ccc(C(NC(=O)NN2CCN(C)CC2)C(Cl)Cl)cc1F (stereo not given)
  0.2 | -4 | 2.3 | -7 | -2 | -6.8 | 1.3 | -7 | -3
- COc1ccc(OCCCC(=O)ON=C(N)c2ccccc2C)cc1
  -3.4 | 23 | -3.3 | -2 | 2 | -0.2 | 0.0 | nt | -4
- Cc1ccc(N2CCN(C(=S)c3ccc(N(C)C)cc3)CC2)cc1
  -1.1 | 1 | 9.2 | -8 | -7 | nt | 3.0 | -2 | 18
- O=C(CSc1nc2ccc(Cl)cc2[nH]1)Nc1ccc2c(c1)CCC2
  i | 1 | 0.8 | 2 | 6 | nt | -0.5 | 3 | -2
- COc1cccc(CN(C)C(=O)CCc2nnc(-c3ccsc3)o2)c1
  -0.3 | 4 | -1.1 | 0 | 4 | 3.0 | 0.0 | 4 | -9
- Cc1ccc(N2C(=O)N(CC(=O)Nc3cccc(Cl)c3)C(=O)C2C)cc1 (stereo not given)
  i | -3 | 2.3 | -2 | -1 | 1.8 | 1.6 | nt | 13
- O=C(O)c1cccc(N2CCCCS2(=O)=O)c1
  i | -8 | -0.2 | -4 | -5 | nt | -0.9 | -6 | -28
- COc1ccccc1C(=O)Nc1cc2ccccc2oc1=O
  -0.3 | 3 | -0.5 | -5 | nt | nt | 1.3 | 3 | -10
- COc1ccc(C)cc1N(CC(=O)Nc1cccnc1)S(=O)(=O)c1ccc(C)cc1
  i | 30 | -0.9 | -3 | -8 | 0.8 | 1.2 | 1 | 9
- COc1cc(CO)c(OC)c([N+](=O)[O-])c1
  i | 5 | 0.1 | -1 | -7 | 0.1 | -0.2 | -5 | -5
- O=C(Cc1ccc2cccnc2c1)c1ccc(O)cc1O
  -2.2 | 8 | -0.1 | -1 | 0 | nt | 0.1 | 2 | -8
- CC1=C/C(=C/N(C)c2ccccc2)C(=O)S1
  i | -4 | 0.7 | 1 | -11 | nt | 1.4 | 1 | 7
- O=C(NCCc1ccccc1)C1CCN(C2CCN(Cc3ccco3)CC2)CC1
  8.5 | -7 | 1.1 | -7 | -6 | nt | 0.2 | -2 | -10
- O=C(c1cccc(C(F)(F)F)c1)c1c[nH]c(C(=O)NCCCN2CCOCC2)c1
  -1.1 | 8 | -0.6 | -5 | 1 | 0.5 | -0.9 | 1 | -10
- CCOC(=O)C1CCN(C(=S)Nc2cccc(C)c2C)CC1
  -0.2 | -5 | -1.5 | -2 | -1 | nt | -0.7 | -5 | -8
- CNC(=O)CSc1nnc(-c2cccnc2)n1-c1ccc(C)cc1
  i | 4 | -0.4 | 7 | 6 | 0.0 | -0.6 | 5 | -25
- O=C1C2CC=C(Cl)CC2C(=O)N1CNc1ccccn1 (stereo not given)
  -0.6 | 0 | -1.1 | 8 | -4 | nt | 0.4 | 2 | -6
- O=C(NCC1CCCO1)c1cccc(Oc2ccc([N+](=O)[O-])cc2)c1 (stereo not given)
  i | 8 | 0.9 | -4 | -13 | -0.3 | 0.5 | 0 | 3
- CC(=O)NCCc1cc2ccc(C)c(C)c2[nH]c1=O
  -0.4 | -1 | -0.6 | -7 | 0 | 1.7 | 0.3 | 1 | -15
- O=[N+]([O-])c1cccc(-c2ccc(C(=S)N3CCOCC3)o2)c1
  i | -11 | 2.0 | 2 | -33 | 1.2 | -0.8 | 5 | 27
- Cc1cc(C)c(C#N)c(SCC(=O)Nc2ccc(S(=O)(=O)Nc3onc(C)c3C)cc2)n1
  -0.2 | 1 | 0.7 | -6 | -10 | -1.2 | -0.2 | 6 | -8
- Cc1cc(S(=O)(=O)N2CCCCC2)ccc1OCC(=O)N1CCCC1
  i | -3 | 1.3 | -1 | 3 | 0.2 | 0.6 | -5 | -5
- CC(=O)Nc1ccc(NC(=O)C2(C)Cc3c(-c4ccccc4)ccnc3O2)cc1 (stereo not given)
  i | 13 | -0.4 | -4 | 10 | 0.0 | nt | nt | nt
- Cc1cn(S(=O)(=O)c2ccc(Br)cc2)cn1
  i | 1 | -0.7 | -1 | -1 | nt | 1.3 | 3 | -5
- CC1(C)CC2(CCO1)OC(=O)CC2C(=O)Nc1ccccc1Cl (stereo not given)
  i | 0 | -0.4 | -2 | 4 | -4.4 | -0.5 | 1 | -3
- CC(C(=O)c1ccccc1)n1cnc2ccccc2c1=O (stereo not given)
  i | 11 | 1.2 | -4 | -6 | nt | -2.5 | 1 | -2
- CN(Cc1ccccc1)C(=O)CCS(=O)(=O)c1ccc2c(c1)oc(=O)n2C
  -0.4 | 1 | -0.5 | -2 | 3 | 0.7 | -0.1 | -8 | -13
- O=C(Nc1ccccc1)N1CCSc2cc(Cl)ccc21
  i | 14 | -1.5 | -1 | 9 | nt | 0.2 | 2 | -14
- Cc1nnc(SCC(=O)Nc2nnc(-c3ccccc3)o2)s1
  -0.3 | -10 | 7.7 | 8 | -5 | 2.2 | 0.3 | nt | -6
- NNC(=O)C1CC(O)CN1S(=O)(=O)c1ccc(Cl)cc1 (stereo not given)
  -0.2 | 0 | -0.6 | -3 | 4 | -1.2 | 0.4 | 0 | -1
- Cc1ccc(NC(=O)Nc2ccccc2)c(Br)c1
  -2.8 | 4 | -0.6 | -1 | 14 | nt | -1.8 | 5 | 11
- COc1cc(-c2cc3nc(C)c(C)c(=O)n3[nH]2)cc(OC)c1OC
  -10 | -3 | -0.7 | 0 | -3 | 0.0 | -0.4 | -5 | -13
- Cc1ccc(-c2nonc2NC(=O)c2ccco2)cc1
  i | -6 | 1.5 | 0 | -4 | 0.5 | 2.9 | 3 | -5
- Cc1c(C(=O)N2CCCCC2)nnn1-c1nonc1N
  -0.2 | 0 | -0.7 | -6 | -3 | nt | 0.5 | 4 | -4
- COc1cccc(NC(=O)CN(C)C(=O)/C=C/c2cn(-c3ccccc3)nc2-c2ccc(OC)c(OC)c2)c1
  i | 10 | -0.5 | -10 | -5 | 0.3 | 3.3 | nt | -5
- COc1ccc(Cl)cc1NC(=O)N(C)Cc1c(C)nn(C)c1C
  -0.4 | -6 | 1.2 | -3 | -4 | nt | 0.0 | -1 | -18
- Cc1ccc(C(=O)NC(=S)N2CCN(C)CC2)cc1Br
  -0.3 | 3 | 2.1 | -2 | -11 | -2.0 | 0.6 | -2 | -3
- Cc1ccc(S(=O)(=O)N2CC(=O)N3CCN(CCN)C3C2)cc1 (stereo not given)
  i | 11 | -0.2 | -4 | 2 | 6.9 | -1.7 | nt | -15
- CC(=O)Nc1ccc(-c2ccnc3c2CC(C(=O)NCCc2ccccc2)O3)cc1 (stereo not given)
  -0.6 | 9 | -0.1 | -2 | -1 | 1.1 | nt | nt | nt
- Cc1cc(C)cc(N(CCC#N)C(=O)CSc2nc3ccccc3c(=O)[nH]2)c1
  -4.3 | 29 | 0.3 | -4 | 8 | 0.4 | -0.2 | nt | 0
- O=c1c2ccccc2nnn1CSc1nc2ccccc2c(=O)n1Cc1ccco1
  i | -1 | 1.1 | -1 | 0 | nt | -1.1 | nt | -3

Sorted by count of non-hydrogen atoms (highest first): 6 of the compounds above
Values run as follows: BH1578 lux ind | Yp Topo-I inh | BoNT A protease | Anthrax LF inh2 | PrPC surface inh | TcdB inh | PfHsp40 yeast | 3CLpro inhibitor | PriA SSB inh
- COc1cccc(NC(=O)CN(C)C(=O)/C=C/c2cn(-c3ccccc3)nc2-c2ccc(OC)c(OC)c2)c1
  i | 10 | -0.5 | -10 | -5 | 0.3 | 3.3 | nt | -5
- CC(=O)Nc1ccc(-c2ccnc3c2CC(C(=O)NCCc2ccccc2)O3)cc1 (stereo not given)
  -0.6 | 9 | -0.1 | -2 | -1 | 1.1 | nt | nt | nt
- CN(Cc1ccccc1)C(=O)CCS(=O)(=O)c1ccc2c(c1)oc(=O)n2C
  -0.4 | 1 | -0.5 | -2 | 3 | 0.7 | -0.1 | -8 | -13
- COc1cc(-c2cc3nc(C)c(C)c(=O)n3[nH]2)cc(OC)c1OC
  -10 | -3 | -0.7 | 0 | -3 | 0.0 | -0.4 | -5 | -13
- Cc1ccc(-c2nonc2NC(=O)c2ccco2)cc1
  i | -6 | 1.5 | 0 | -4 | 0.5 | 2.9 | 3 | -5
- Cc1ccc(NC(=O)Nc2ccccc2)c(Br)c1
  -2.8 | 4 | -0.6 | -1 | 14 | nt | -1.8 | 5 | 11

Carrying on.
Values run as follows: BH1578 lux ind | Yp Topo-I inh | BoNT A protease | Anthrax LF inh2 | PrPC surface inh | TcdB inh | PfHsp40 yeast | 3CLpro inhibitor | PriA SSB inh
- CCNC(=O)NC(=O)CSc1ccccc1F
  -0.2 | -7 | -0.1 | 3 | -3 | nt | -1.3 | 0 | -5
- CC(=O)Nc1ccc(S(=O)(=O)NC2=NCN(c3cccc([N+](=O)[O-])c3)CN2)cc1
  -3.6 | 5 | -0.5 | -18 | -5 | -0.6 | -0.7 | -1 | -4
- Cc1ccc(CSc2ccc3nnc(-c4ccccn4)n3n2)cc1
  i | 21 | -1.5 | 5 | 12 | -7.1 | 0.6 | -1 | 5&-1
- O=C1CC(N2CCN(c3ccccn3)CC2)C(=O)N1c1ccc(Cl)cc1 (stereo not given)
  -0.2 | 3 | -1.1 | -1 | -4 | 1.8 | 0.1 | -6 | -16
- CCn1c(SCC(=O)NC2CCCC2)nnc1-c1ccoc1C
  -0.3 | 7 | 1.9 | 1 | 4 | -1.2 | 1.1 | -3 | -14
- COc1ccc(-c2[nH]ncc2CN2CCC(OCc3ccccc3)CC2)c(F)c1
  -0.5 | -8 | -1.2 | -3 | -9 | 0.6 | -0.4 | 3 | -1
- CC(NC(=O)CN1CCCC1)c1ccccc1 (stereo not given)
  -0.8 | 0 | nt | nt | 3 | 1.8 | -2.0 | 2 | -5
- COc1ccc(NC(=O)CN(C)C(=O)c2ccc(S(=O)(=O)Nc3ccccc3F)cc2)cc1
  i | 6 | -4.1 | 2 | 6 | 0.9 | 1.1 | nt | -15
- c1ccc2nc3c(cc2c1)CCCCC3
  -0.4 | 4 | -0.2 | -3 | 3 | 1.0 | 0.0 | 6 | 0
- C=CCNC(=O)NC(=O)COC(=O)/C=C/c1cccc([N+](=O)[O-])c1
  -2.0 | -9 | -0.7 | -3 | 10 | 1.4 | -0.6 | -3 | -1
- Cc1ccc(NC(=O)c2cccc(S(=O)(=O)N3CCCc4ccccc43)c2)nc1
  i | 7 | 0.3 | 7 | 4 | 1.6 | 7.4 | nt | 0
- O=C(CSc1n[nH]c(=O)n1C1CC1)Nc1ccc(Cl)c(Cl)c1
  -0.6 | -7 | -1.1 | -6 | 9 | 3.9 | -1.0 | 5 | 6
- O=C(COc1ccc(Br)cc1F)NC1CC1
  i | 1 | -0.4 | -9 | 2 | 0.7 | -0.6 | nt | -15
- CCC(=O)N(C)CCc1cc2c(c(OC)c1/C=N/NC(=O)c1ccncc1)OCO2
  -0.7 | -6 | -5.5 | 0 | -5 | 0.3 | 0.1 | 2 | i
- COC(=O)/C(=C/c1ccco1)NC(=O)c1ccccc1
  -0.1 | -4 | 0.1 | -1 | -3 | 0.3 | -0.8 | 3 | -10

Source: PubChem BioAssay

This is a subset, so the mix of outcomes need not match the whole.
